KDM4C inh: KDM4C (human) demethylase inhibition. 96,000 tested, 0.15% active. GST-KDM4C 2-372, H3K9me3 peptide, LANCE TR-FRET. Q9H3R0. inhibition, % at 12.5 µM. AID 720574;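 active = mean replicate inhibition above about 25%, with at least 55% of replicates also reaching it, limit read from the data, passing the limit was not always enough; inconclusive = only one of those two conditions met; inactive = neither condition met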
Target sequence (Q9H3R0 2-372 limits assumed): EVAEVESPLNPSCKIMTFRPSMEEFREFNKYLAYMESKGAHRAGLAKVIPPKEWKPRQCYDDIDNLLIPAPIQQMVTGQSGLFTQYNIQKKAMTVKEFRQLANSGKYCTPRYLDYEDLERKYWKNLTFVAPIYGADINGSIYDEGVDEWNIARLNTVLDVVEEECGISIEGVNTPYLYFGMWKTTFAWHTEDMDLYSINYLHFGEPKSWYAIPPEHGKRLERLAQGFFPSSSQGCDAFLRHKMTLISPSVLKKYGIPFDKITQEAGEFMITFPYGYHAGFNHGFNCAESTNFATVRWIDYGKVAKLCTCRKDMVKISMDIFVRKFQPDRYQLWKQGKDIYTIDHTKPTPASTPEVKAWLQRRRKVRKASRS
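Compound: one test concentration per compound; Material: GST-GASC-1 enzyme fragment 2-372; Amount: GASC-1 enzyme at 10 nM final in reaction; Also added: H3K9me3 peptide substrate, Fe(II), 2-oxoglutarate; Technique: LANCE TR-FRET; Times: 30 min demethylation and 1 h detection at room temperature.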
Pf Dd2 growth: P. falciparum Dd2 growth inhibition | AID 1159554 | SYBR Green, 72 h; active compounds read low | 94,000 tested, 2.3% active | activity change, % at 10 µM; in the data active = activity change below about -80%; inconclusive = no clear call, values can overlap the other calls
T cruzi growth: T. cruzi proliferation inhibition. 77,000 tested, 5.9% active. inhibition, % at 8.34 µM. AID 624255. T. cruzi beta-gal in NIH3T3, GalScreen luminescence, 90 h;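 active = mean inhibition above about 93%, with at least 55% of replicates each passing it, limit read from the data, passing the limit was not always enough; inconclusive = only one of those two conditions holds; inactive = neither condition holds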
C diff growth: inhibitors of Clostridium difficile growth; Clostridium difficile clinical isolate growth, OD600, 24 h; active compounds read low; growth activity, negative = inhibition, % at 16 µg/mL (by protocol); 86,000 tested, 0.25% active; AID 1259249;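 active = mean growth activity at or below -80% and every replicate also at or below -80%; inconclusive = mean at or below -80% but some replicate above -80%; inactive = mean growth activity above -80%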;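 note: 0% = DMSO wells and -100% = levofloxacin 16 µg/mL wells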
Starred values were filed as active, the others as inactive; ? = inconclusive; · = not tested or not shown; & = joins results of further samples.

SMILES	KDM4C inh	Pf Dd2 growth	T cruzi growth	C diff growth
C/C=C/c1cnc2c(c1)C(=O)N([C@H](C)CO)C[C@@H](C)[C@H](CN(C)S(=O)(=O)c1cn(C)cn1)O2	-1.9	31	·	-2
C[C@@H]1CN([C@H](C)CO)C(=O)c2cc(NC(=O)Nc3cccc4ccccc34)ccc2O[C@@H](C)CCCCO[C@@H]1CN(C)S(=O)(=O)c1ccc(F)cc1	-0.4	-87*	8	-1
C[C@H](CO)N1C[C@H](C)[C@@H](CN(C)C(=O)Nc2ccc(F)cc2)OCCCC[C@H](C)Oc2ccc(NC(=O)Nc3ccc(F)cc3)cc2C1=O	-0.5	-24	·	·
C[C@@H]1CN([C@@H](C)CO)C(=O)c2cc(NC(=O)Nc3ccc(F)cc3)ccc2O[C@@H]1CN(C)Cc1ccc(C(F)(F)F)cc1	0.5	-5	95	30
C[C@H](CO)N1C[C@H](C)[C@H](CN(C)Cc2ccc(C(F)(F)F)cc2)OCCCC[C@H](C)Oc2ccc(NS(=O)(=O)c3cccs3)cc2C1=O	1.2	-38	·	54
C[C@@H]1CN([C@@H](C)CO)C(=O)c2cc(NC(=O)Nc3cccc4ccccc34)ccc2O[C@@H](C)CCCCO[C@@H]1CN(C)Cc1ccc(C(F)(F)F)cc1	-4.3	-88*	?	3
CC(C)CC#Cc1ccc2c(c1)O[C@@H](CN(C)Cc1cccc(F)c1)[C@H](C)CN([C@H](C)CO)S2(=O)=O	0.3	-92*	50	41
CCCC(=O)Nc1ccc2c(c1)OC[C@@H](C)N(Cc1nccs1)C[C@@H](C)[C@@H](OC)CN(C)C2=O	0.1	-27	86	·
O=C(C[C@@H]1C=C[C@H](NC(=O)c2cccc(F)c2)[C@H](CO)O1)Nc1nccs1	-0.4	-1	8	·
CCCNC(=O)N1C[C@H]2[C@@H](c3ccccc31)[C@H](CO)N2Cc1cccc(OC)c1	-3.8	-17	24	8
CN1CCN(C(=O)c2cc3c(c(-c4cccc(-c5ccc(C(=O)N(C)C)cc5)c4)n2)[C@@H](CCO)N([S@](=O)C(C)(C)C)C3)CC1	0.7	12	-7	·
COc1ccccc1S(=O)(=O)N[C@H]1CC[C@H](CC(=O)NCc2cccc(F)c2)O[C@@H]1CO	0.3	-11	13	·
Cc1ccc(S(=O)(=O)Nc2ccc3c(c2)C(=O)N([C@H](C)CO)C[C@H](C)[C@H](CN(C)Cc2ccc(Cl)c(Cl)c2)OCCCC[C@@H](C)O3)cc1	-0.4	-1	81	·
COc1ccc2c3c(n(C)c2c1)[C@@H](CO)N(Cc1nccs1)CC31CCN(CC2CCCC2)CC1	·	-60	·	9
COc1ccccc1-c1ccc2c(c1)[C@H]1[C@H](CCN1S(=O)(=O)c1ccccc1)[C@@H](CO)N2	-0.4	-4	77	5
COc1cccc(S(=O)(=O)N2C[C@@H]3N[C@H](C2)C3c2ccc(-c3ccc(C(=O)N(C)C)cc3)cc2)c1 (some centres not stated)	0.5	3	·	-4
COC(=O)[C@@H]1[C@@H](CO)[C@@H]2Cn3c(ccc(-c4cccc(F)c4)c3=O)[C@@H]2N1C(C)=O	-0.1	-7	-12	-2
C[C@H]1CN([C@@H](C)CO)C(=O)c2cc(C#CCN(C)C)cnc2O[C@@H]1CN(C)C(=O)CCN1CCCCC1	1.5	33	-40	-1
C[C@H](CO)N1C[C@H](C)[C@H](CN(C)C(=O)Nc2cccc3ccccc23)Oc2ccc(N(C)C)cc2CC1=O	3.2	-1	-23	-3
C[C@H](CO)N1C[C@H](C)[C@@H](CN(C)Cc2ccc(Cl)c(Cl)c2)Oc2c(NC(=O)c3ccncc3)cccc2C1=O	1.5	-8	89	15
C[C@H]1CN([C@@H](C)CO)C(=O)Cc2cc(NC(=O)Nc3ccccc3)ccc2O[C@@H]1CN(C)S(=O)(=O)c1cn(C)cn1	-3.2	15	14	8
C[C@@H]1CN([C@@H](C)CO)C(=O)c2cc(NC(=O)c3ccccc3)ccc2O[C@@H](C)CCCCO[C@H]1CN(C)Cc1ccc(C(=O)O)cc1	0.3	-54	9	3
C[C@@H]1CN([C@H](C)CO)C(=O)c2cc(NC(=O)C3CCCCC3)ccc2O[C@H]1CN(C)C(=O)NC1CCCCC1	0.4	1	-14	3
C[C@H](CO)N1C[C@H](C)[C@H](CN(C)C(=O)Nc2ccc3c(c2)OCO3)OCCCC[C@H](C)Oc2ccc(NC(=O)Nc3cccc4ccccc34)cc2C1=O	-1.8	39	62	-3
C/C=C/c1cnc2c(c1)C(=O)N([C@H](C)CO)C[C@H](C)[C@H](CN(C)CC1CCOCC1)O2	0.8	56	-7	-2

Three structures from above, ordered by count of non-hydrogen atoms, lowest first:
SMILES	KDM4C inh	Pf Dd2 growth	T cruzi growth	C diff growth
COc1ccccc1S(=O)(=O)N[C@H]1CC[C@H](CC(=O)NCc2cccc(F)c2)O[C@@H]1CO	0.3	-11	13	·
COc1cccc(S(=O)(=O)N2C[C@@H]3N[C@H](C2)C3c2ccc(-c3ccc(C(=O)N(C)C)cc3)cc2)c1 (some centres not stated)	0.5	3	·	-4
C[C@H](CO)N1C[C@H](C)[C@H](CN(C)Cc2ccc(C(F)(F)F)cc2)OCCCC[C@H](C)Oc2ccc(NS(=O)(=O)c3cccs3)cc2C1=O	1.2	-38	·	54

Part of the list above in a different format.
| SMILES | KDM4C inh | Pf Dd2 growth | T cruzi growth | C diff growth |
| --- | --- | --- | --- | --- |
| C/C=C/c1cnc2c(c1)C(=O)N([C@H](C)CO)C[C@@H](C)[C@H](CN(C)S(=O)(=O)c1cn(C)cn1)O2 | -1.9 | 31 | · | -2 |
| C[C@@H]1CN([C@H](C)CO)C(=O)c2cc(NC(=O)Nc3cccc4ccccc34)ccc2O[C@@H](C)CCCCO[C@@H]1CN(C)S(=O)(=O)c1ccc(F)cc1 | -0.4 | -87* | 8 | -1 |

Additional results follow:
SMILES	KDM4C inh	Pf Dd2 growth	T cruzi growth	C diff growth
CO[C@H]1CN(C)C(=O)c2cc(C#N)ccc2OC[C@H]2O[C@@H](CC[C@H]2OC)CCN(C)C(=O)[C@@H]1C	1.3	7	-52	·
C[C@H]1CN([C@@H](C)CO)C(=O)c2cc(-c3cccc(F)c3)cnc2O[C@@H]1CN(C)CC1CCCC1	0.5	-18	-38	-2
COc1ccccc1CN(C)C[C@H]1OCc2cn(nn2)CCCC(=O)N([C@@H](C)CO)C[C@H]1C	-0.7	-7	-12	·
CCCNC(=O)Nc1ccc2c(c1)OC[C@H](C)N(C)C[C@H](C)[C@H](OC)CN(C)C2=O	0.4	·	16	-3
C[C@H](CO)N1C[C@H](C)[C@H](CN(C)C(=O)Nc2ccccc2)Oc2ccc(NS(=O)(=O)c3ccc(Cl)cc3)cc2C1=O	-0.1	5	30	-2
COc1ccc(-c2ccccc2[C@H]2[C@@H](CO)N(C(=O)NC3CCCC3)[C@H]2C#N)cc1	-2.5	-22	·	3
C[C@H]1CN([C@@H](C)CO)C(=O)c2cc(C3=CCCCC3)cnc2O[C@H]1CN(C)Cc1ccccc1F	4.5	-13	31	6
CN(C)CC(=O)N1C[C@@H]2[C@H](c3ccccc31)[C@H](CO)N2C(=O)c1ccccn1	-0.2	-3	16	-2
C[C@H]1CN([C@@H](C)CO)C(=O)c2cc(NC(=O)CCCN(C)C)ccc2O[C@H]1CN(C)Cc1ccncc1	0.5	15	14	0
C/C=C/c1cccc(-c2nc(C(=O)NCc3cccc(OC)c3)cc3c2[C@H](CCO)N([S@@](=O)C(C)(C)C)C3)c1	-7.5	-50	73	·
CCS(=O)(=O)N1CCCCN2[C@@H](CO)[C@@H](c3ccc(-c4ccc(C(=O)N(C)C)cc4)cc3)[C@@H]2C1	-1.1	-7	94	5
CCCC(=O)Nc1ccc2c(c1)C(=O)N(C)[C@@H]1CC[C@@H](CC(=O)NCc3ccccc3F)O[C@H]1CO2	1.7	-2	-8	5
C[C@H](CO)N1C[C@H](C)[C@H](CN(C)C(=O)NC2CCCCC2)Oc2c(NS(=O)(=O)c3ccc(Cl)cc3)cccc2C1=O	-0.8	-28	-190	0
Cc1noc(C)c1NC(=O)Nc1ccc2c(c1)C(=O)N([C@@H](C)CO)C[C@@H](C)[C@H](CN(C)C(=O)NC1CCCCC1)OCCCC[C@H](C)O2	-0.4	-5	·	1
C[C@H](CO)N1C[C@H](C)[C@@H](CN(C)S(=O)(=O)c2cccs2)OCCCC[C@H](C)Oc2ccc(NC(=O)c3ccccc3)cc2C1=O	-3.0	-23	88	0
O=C(c1cnccn1)N1C[C@@H]2N[C@H](C1)C2c1ccc(/C=C/c2ccccc2)cc1 (some centres not stated)	0.0&-2.3	-16&18	·	2&-3
COc1ccccc1S(=O)(=O)N(C)C[C@@H]1OCc2cnnn2CCCC(=O)N([C@H](C)CO)C[C@H]1C	1.7	6&-3	-2&-70	-3&1
C[C@H](CO)N1C[C@H](C)[C@H](CN(C)C(=O)Nc2ccc3c(c2)OCO3)Oc2cc(C3=CCCC3)ccc2S1(=O)=O	-0.1	-70	70	-3
COCC(=O)Nc1ccc2c(c1)C(=O)N(C)[C@@H]1CC[C@H](CC(=O)NCCc3ccccc3)O[C@H]1CO2	-0.2	-7	-3	-5
CN(C)CC(=O)N[C@@H]1C[C@@H]2O[C@H](CO)CC[C@@H]2O[C@@H]1CCc1ccc(C2=CCCCC2)cc1	·	-53	·	10
Cc1noc(C)c1NC(=O)Nc1cccc2c1O[C@@H](CN(C)C)[C@@H](C)CN([C@@H](C)CO)C2=O	1.1	6	·	-1
C[C@H]1CCCCO[C@@H](CN(C)C(=O)Nc2ccc(F)cc2)[C@@H](C)CN([C@@H](C)CO)C(=O)c2cc(NC(=O)c3ccncc3)ccc2O1	16	-15	64	1
COc1ccc(-c2ccc3c(c2)[C@@H]2[C@@H](CCN2C(=O)c2ccc(F)cc2)[C@@H](CO)N3C)cc1	1.8	-11	24	5
O=C(Cc1cccnc1)N1CC(=O)N2[C@H](CO)[C@@H](c3ccc(/C=C/c4ccccc4)cc3)[C@H]2C1	-1.5	-12	·	-17
CCC(=O)N1CC2(C1)[C@@H](c1ccccc1)[C@@H](CO)N2Cc1ccccc1OC	0.8	-9	·	6
SMILES	KDM4C inh	Pf Dd2 growth	T cruzi growth	C diff growth
CO[C@H]1CN(C)C(=O)c2cc(NC(=O)Nc3cccc(Cl)c3)ccc2OC[C@@H](C)NC[C@H]1C	0.1	-56	23	·
CCCNC(=O)Nc1ccc2c(c1)C(=O)N(C)C[C@H](OC)[C@H](C)CN(C(=O)C1CCC1)[C@H](C)CO2	-0.2	·	92	·
CC(=O)N(C)C[C@H]1Oc2ncc(-c3ccc(C(=O)N(C)C)cc3)cc2C(=O)N([C@H](C)CO)C[C@H]1C	0.2	34	13	2
Cc1ccc(S(=O)(=O)N(C)C[C@H]2Oc3ccc(NC(=O)NC(C)C)cc3C(=O)N([C@H](C)CO)C[C@@H]2C)cc1	0.0	-22	-3	-1
COc1ccc(S(=O)(=O)Nc2ccc3c(c2)C(=O)N([C@H](C)CO)C[C@H](C)[C@@H](CN(C)CC2CC2)OCCCC[C@@H](C)O3)cc1	-3.3	-12	60	-16
COc1ccc(-c2ccc3c(c2)O[C@H](CN(C)CC2CC2)[C@H](C)CN([C@H](C)CO)S3(=O)=O)cc1	-2.9	-40	37	-8
Cc1noc(C)c1S(=O)(=O)N(C)C[C@H]1OCCCC[C@H](C)Oc2ccc(NC(=O)c3ccccc3)cc2C(=O)N([C@H](C)CO)C[C@H]1C	-1.8	-77	37	1
CN(C[C@H]1N[C@@H](CO)[C@H]1c1ccc(-c2ccccc2)cc1)C(=O)C1CCC1	-2.7	6	14	-5
COc1ccc(S(=O)(=O)Nc2ccc3c(c2)C(=O)N([C@@H](C)CO)C[C@H](C)[C@H](CN(C)Cc2ccc(C(F)(F)F)cc2)OCCCC[C@H](C)O3)cc1	-2.1	-61	67	21
O=C(c1ccccn1)N1CC[C@@H]2[C@H]1c1cc(-c3ccccc3)ccc1N[C@@H]2CO	2.0	-4	106*	-22
C[C@@H]1CCCCO[C@H](CN(C)C(=O)C2CCCCC2)[C@H](C)CN([C@H](C)CO)C(=O)c2cc(NC(=O)CCC(F)(F)F)ccc2O1	-0.7	-62	63	1

Among those listed so far, these contain two or more sulfur atoms:
SMILES	KDM4C inh	Pf Dd2 growth	T cruzi growth	C diff growth
C[C@H](CO)N1C[C@H](C)[C@H](CN(C)Cc2ccc(C(F)(F)F)cc2)OCCCC[C@H](C)Oc2ccc(NS(=O)(=O)c3cccs3)cc2C1=O	1.2	-38	·	54
C[C@H](CO)N1C[C@H](C)[C@@H](CN(C)S(=O)(=O)c2cccs2)OCCCC[C@H](C)Oc2ccc(NC(=O)c3ccccc3)cc2C1=O	-3.0	-23	88	0

Bioassay records: PubChem BioAssay, Broad Institute
